Assay outcomes: PubChem, Sanford-Burnham Center for Chemical Genomics
SENP1 FRET inh = human SENP1 catalytic domain inhibitors, primary screen, biochemical, FRET, uHTS | 360,000 compounds, 0.21% hits | AID 624204, 2012 | Sentrin-specific protease 1 (Homo sapiens), Q9P0U3 | inhibition, % at 10 µM | recombinant SENP1 catalytic domain, CyPet-SUMO1-YPet FRET cleavage;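 active means inhibition at least 30% at 10 µM, raw YFP signal under a set limit, fluorescence ratio 0.5 to 1.5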;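 further: 0% = enzyme with DMSO and 100% = no enzyme wells; some results filed as inactive read as strong as hits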
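System: Recombinant human SENP1 catalytic domain, His6-tagged | Incubation: Enzyme reaction for 50 min at room temperature, dark | Medium: Tris pH 8 with BME, BSA, NP40 and catalase | Also added: 25 nM SUMO1 FRET substrate | Compound: 10 µM single point, 0.5% DMSO | Measured by: FRET fluorescence in CFP and YFP emission channels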
SENP6 block = SENP6 protease inhibitors, primary screen, biochemical, luminescence, uHTS. 330,000 compounds, 1.8% hits. AID 2599, 2010. Recombinant SENP6 catalytic domain, aminoluciferin luminescence. Sentrin-specific protease 6 (Homo sapiens), Q9GZR1. inhibition, % at 10 µM;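 active means inhibition above about 50% at the single tested dose, limit read from the data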;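 further: plate controls were DMSO wells with enzyme for no effect and DMSO wells lacking enzyme for full effect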
SENP8 block-1 = SENP8 protease inhibitors, primary screen, biochemical, luminescence | inhibition, % at 10 µM | AID 2540, 2010 | purified SENP8, Z-RLRGG-aminoluciferin cleavage | 330,000 compounds, 1.2% hits; in the data active means inhibition above about 50%
Target sequence (Q96LD8 whole entry, looked up): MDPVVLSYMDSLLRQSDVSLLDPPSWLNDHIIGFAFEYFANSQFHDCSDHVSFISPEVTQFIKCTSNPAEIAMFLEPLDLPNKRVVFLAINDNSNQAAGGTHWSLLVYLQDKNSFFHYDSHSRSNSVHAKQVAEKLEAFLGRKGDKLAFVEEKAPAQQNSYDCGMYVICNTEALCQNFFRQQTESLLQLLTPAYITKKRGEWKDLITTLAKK
APOBEC3G inh = APOBEC3G DNA deaminase inhibitors, primary screen, biochemical, fluorescence, single-stranded DNA substrate, uHTS | DNA dC->dU-editing enzyme APOBEC-3G (Homo sapiens), Q9HC16 | recombinant A3G, ssDNA deamination FAM/TAMRA fluorescence | inhibition, % at 20 µM | 330,000 compounds, 0.28% hits;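 active means inhibition of at least 40% at 20 µM, with no more than 30% in the related APOBEC3A deaminase screen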;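 further: plate controls were DMSO wells with A3G for no effect and wells lacking A3G enzyme for full effect; some compounds called inactive have numbers as strong as hits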
Target sequence (Q9HC16 whole entry, looked up): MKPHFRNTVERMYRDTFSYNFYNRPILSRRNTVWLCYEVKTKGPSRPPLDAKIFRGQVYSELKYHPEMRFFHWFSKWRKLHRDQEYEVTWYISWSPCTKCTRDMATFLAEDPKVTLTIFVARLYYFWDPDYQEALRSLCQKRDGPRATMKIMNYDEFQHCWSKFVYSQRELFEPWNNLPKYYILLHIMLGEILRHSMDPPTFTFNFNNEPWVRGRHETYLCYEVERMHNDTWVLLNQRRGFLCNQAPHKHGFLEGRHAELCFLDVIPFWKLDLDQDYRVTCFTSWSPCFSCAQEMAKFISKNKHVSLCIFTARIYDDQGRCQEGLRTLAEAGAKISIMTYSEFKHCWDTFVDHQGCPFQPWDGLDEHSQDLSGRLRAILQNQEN
Apaf-1 inh = inhibitors of human Apaf-1 apoptosome, primary screen, biochemical, DEVD-Rh110 fluorescence, uHTS; 330,000 compounds, 0.71% hits; AID 489030, 2010; reconstituted apoptosome caspase-3 activity; inhibition, % at 20 µM; Apoptotic protease-activating factor 1 (Homo sapiens), O14727; active means inhibition of at least 40% at 20 µM;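 further: plate controls were DMSO wells for no effect and DEVD-CHO caspase inhibitor wells for full effect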
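Material: reconstituted apoptosome with Apaf-1, cytochrome c, caspase-9, procaspase-3, dATP; medium: pH 7.5 Hepes buffer with CHAPS, BSA, DTT; also added: cytochrome c and DEVD-Rh110 substrate; timing: 30 min plus 50 min, RT; signal: Rh110 fluorescence intensity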
SENP7 inh = SENP7 protease inhibitors, primary screen, biochemical, luminescence, uHTS; inhibition, % at 5 µM; recombinant SENP7, Z-RLRGG-aminoluciferin luminescence, 40 min; 330,000 compounds, 1.5% hits; AID 434973, 2010;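 active means inhibition above about 50% at the single test dose, limit read from the data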;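 further: plate controls were DMSO with enzyme for no effect and no enzyme buffer wells for full effect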
Target sequence (Q9BQF6 706-1050 limits assumed): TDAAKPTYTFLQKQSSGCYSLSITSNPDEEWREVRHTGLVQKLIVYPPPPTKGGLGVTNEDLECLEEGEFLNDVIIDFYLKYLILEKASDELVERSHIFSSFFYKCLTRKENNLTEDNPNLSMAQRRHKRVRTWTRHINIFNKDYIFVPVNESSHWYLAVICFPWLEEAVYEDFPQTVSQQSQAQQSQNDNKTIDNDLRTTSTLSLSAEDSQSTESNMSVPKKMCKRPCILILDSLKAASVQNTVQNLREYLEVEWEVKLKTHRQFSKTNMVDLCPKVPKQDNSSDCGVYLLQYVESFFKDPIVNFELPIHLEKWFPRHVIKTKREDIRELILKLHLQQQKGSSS
SENP8 block-2 = human SENP8 protease inhibitors, primary screen, biochemical, fluorescence, Nedd8 protein substrate, uHTS; AID 602440, 2012; recombinant SENP8; 360,000 compounds, 0.64% hits; Sentrin-specific protease 8 (Homo sapiens), Q96LD8; inhibition, % at 20 µM; in the data active means inhibition mostly above about 40%, no sharp cut-off; inactive means mostly below about 27%
UBC13 polyUb = UBC13 polyubiquitin chain formation inhibitors, primary screen, biochemical, TR-FRET, uHTS; AID 485273, 2010; 330,000 compounds, 0.47% hits; Ubiquitin-conjugating enzyme E2 N (Homo sapiens), P61088; inhibition, % at 20 µM; in the data active means inhibition above about 45%, passing the limit was not always enough
* marks the source's active call; other numbers are inactive results.

SMILES	SENP1 FRET inh	SENP6 block	SENP8 block-1	APOBEC3G inh	Apaf-1 inh	SENP7 inh	SENP8 block-2	UBC13 polyUb
Cc1cccc(OCC(=O)Nc2ccc(S(=O)(=O)Nc3onc(C)c3C)cc2)c1C	0	-11	-6	0	5	7	10	-2
COc1ccc(F)cc1S(=O)(=O)N1CCCN(S(=O)(=O)c2cc(F)ccc2OC)CC1	1	-1	1	-4	-2	10	15	4
Cc1cccc(C)c1OCC(=O)NC(Cc1c[nH]c2ccccc12)C(=O)O (configuration not stated)	2	-9	3	-6	-11	2	0	-1
COc1ccc(C(=O)NCCOC(C)C)cc1OC1CCN(C(C)=O)CC1	0	-16	13	-10	-11	-5	14	2
Cc1ccc(-c2nnn(CC(=O)N(CC(=O)NC3CCCC3)c3ccc(F)cc3)n2)o1	-1	0	7	0	6	1	7	4
CC1CCN(c2nc3c(c(=O)n(C)c(=O)n3C)n2CCSc2nc3ccccc3s2)CC1	-8	-10	-8	-12	28	-4	22	-12
Cc1ccc(OCc2nc(C#N)c(N3CCCCC3)o2)cc1	0	3	3	2	6	4	11	-2
C/C=C/Cn1c(SCc2ccc(C)cc2)nc2c1c(=O)[nH]c(=O)n2C	0	-7	4	-7	19	1	17	6
CCOc1ccc(CCNC(=O)CSc2cc(=O)n(C)c3cc(Cl)ccc23)cc1OCC	-1	-6	-5	-12	-4	-1	0	-5
Cc1cccc(C)c1OCc1cc(C(=O)N2CCNC(=O)C2)no1	4	1	5	-1	1	-7	11	-5
COc1ccc(N2C(=O)CS/C2=N\C(=S)Nc2ccccc2)cc1	3	-13	3	-4	5	-2	26	4
CCN(CC)C(=S)SCC(=O)Nc1ccc(F)cc1	1	-10	1	1	-1	9	23	-2
Nc1nc(Nc2ccccc2F)nc(N2CCCC2)c1[N+](=O)[O-]	1	-34	-3	-3	7	-2	16	8
COc1ccc(C2C(C(=O)OCC(=O)N3CCCCC3)CCC(=O)N2c2ccc(OC)cc2)cc1 (configuration not stated)	1	2	-1	-1	0	4	6	4
COc1ccccc1N1CCN(C(=O)C2CC=CCC2C(=O)O)CC1 (configuration not stated)	-1	9	0	-4	-5	10	18	-2
C=C[C@@H]1c2ccccc2N(S(=O)(=O)c2ccc(C)cc2)[C@H](c2ccc(C(=O)OC)cc2)C1(C#N)C#N	-7	4	0	-5	7	1	-10	5
COc1cc(/C=N\NC(=O)c2ccc(-c3ccccc3)cc2)cc(OC)c1OC(C)=O	1	0	2	-4	7	-2	-91	-7
NC(=O)c1ncc(C(F)(F)F)cc1Oc1cccnc1	-1	-13	6	-3	-7	0	4	2
O=C(CCn1c(=O)sc2ccccc21)Nc1cccnc1	2	-17	-4	-4	-3	-7	2	-1
CC(OC(=O)c1nc(-c2ccccc2)n(-c2ccccc2)n1)C(=O)Nc1cc(Cl)cc(Cl)c1 (configuration not stated)	0	3	1	-1	16	1	23	2
Cc1cccc(NC(=O)c2nc(-c3ccccc3)n(-c3ccccc3)n2)c1C	3	-18	-9	0	32	5	14	6
COc1ccc(OC)c(S(=O)(=O)NCCCn2ccnc2)c1	0	0	-8	-4	-4	-3	13	8
O=S(=O)(Nc1cccnc1Cl)c1ccc(F)cc1	3	-10	-3	0	1	11	8	-2
COc1cccc(-n2nnc3c(=O)n(CC(=O)N4CCC(Cc5ccccc5)CC4)cnc32)c1	-1	-3	-5	-4	0	-1	14	-4
Cc1cc(NC(=O)COC(=O)C2CCC(=O)N2)c([N+](=O)[O-])cc1C (configuration not stated)	1	-5	-3	-4	-9	5	15	-19

Reprinted from the part before: 3 entries, followed by the next part.
SMILES	SENP1 FRET inh	SENP6 block	SENP8 block-1	APOBEC3G inh	Apaf-1 inh	SENP7 inh	SENP8 block-2	UBC13 polyUb
O=S(=O)(Nc1cccnc1Cl)c1ccc(F)cc1	3	-10	-3	0	1	11	8	-2
COc1cccc(-n2nnc3c(=O)n(CC(=O)N4CCC(Cc5ccccc5)CC4)cnc32)c1	-1	-3	-5	-4	0	-1	14	-4
Cc1cc(NC(=O)COC(=O)C2CCC(=O)N2)c([N+](=O)[O-])cc1C (configuration not stated)	1	-5	-3	-4	-9	5	15	-19
C=CCN(C(=O)CNC(=O)c1ccco1)C(C(=O)NC1CCCCC1)c1ccc(F)cc1 (configuration not stated)	-1	-2	-1	-2	9	2	13	0
Cc1ccc(S(=O)(=O)NCC(=O)NNC(=O)c2ccc(Br)cc2)cc1C	-1	-31	-13	-9	15	1	-3	-2
COc1ccc(/C=C/C(=O)NCCn2c(C)cc3ccccc32)cc1OC	3	-6	5	-9	9	5	-39	4
N#Cc1c(C(F)(F)F)cc(=O)n2c1[nH]c1ccccc12	-27	83*	71*	-7	-12	2	-288	17
CC(C)CCN1C(=O)c2ccc(C(=O)Nc3ccccc3C(=O)O)cc2C1=O	2	74*	66*	-8	7	-1	22	3
COc1ccc(C)cc1S(=O)(=O)N1c2ccccc2CC1C (configuration not stated)	0	3	-1	-8	3	0	4	4
O=C(O)c1cccnc1NC1CCCC1	0	-4	-4	-3	-16	0	-51	3
O=C(Oc1c(CN2CCOCC2)cc(Cl)c2cccnc12)c1ccccc1F	0	-2	0	-8	-10	0	19	8
CC(C(=O)NN)c1ccc([N+](=O)[O-])cc1 (configuration not stated)	2	15	-2	5	-29	2	14	10
O=C(CN(c1ccccc1)S(=O)(=O)c1ccccc1)NCCSc1nc2ccccc2s1	2	-1	-4	-3	14	1	13	7
COc1ccc(/C=C/C(=O)Oc2ccc(C)c(C)c2)cc1OC	-1	25	-1	-4	9	13	-132	8
Cc1ccc(S(=O)(=O)N2CCOCC2)cc1NC(=O)CSc1nnc(N)s1	1	-7	-3	-7	0	-6	18	-22
CC(Nc1cc(=O)n(C)c(=O)[nH]1)c1ccccc1 (configuration not stated)	-1	-11	0	-1	14	6	11	-1
O=C(Cn1ncc2c1-c1ccccc1OC2)Nc1ccc(S(=O)(=O)N2CCCCC2)cc1	0	-8	-6	-3	17	-3	12	-7
O=C(O)C1CCN(C(=O)c2cc(F)cc3c2OCOC3)CC1	-5	-11	5	-3	-7	-2	17	4
CCCCN1CC(O)=C(c2nc3ccccc3[nH]2)C1=N	-1	15	2	0	9	14	-2	-5
COc1cccc(N2CCN(c3ccc4nnc(CCC(=O)Nc5ccc(F)cc5)n4n3)CC2)c1	3	-2	-1	5	24	-8	14	-11
CCS(=O)(=O)n1nc(NCc2cccc(OC)c2)nc1NCc1cccc(OC)c1	2	-19	-8	-7	16	12	2	8
COc1ccc(-c2coc3c(C)c4oc(=O)c(CC(=O)O)c(C)c4cc23)cc1	-28	-4	-7	-7	7	-7	-134	-4
COc1ccc([C@@H]2[C@@H]3C(=O)N(C(C)(C)C)C(=O)[C@@H]3[C@]3(Cc4ccccc4)C(=O)N(c4ccc(OC)cc4)C(=O)N23)cc1	0	-2	4	-13	9	-7	19	-1
Cc1cc(C)c(C(=O)CC(=O)c2ccccc2Cl)c(O)c1	0	-6	5	-3	23	-4	14	-9
Cn1nc(C(=O)NCC2CCCO2)c2ccccc2c1=O (configuration not stated)	0	-20	8	1	-4	-1	10	-6
O=C(OCCCOC(=O)c1ccc([N+](=O)[O-])o1)c1ccc([N+](=O)[O-])o1	0	21	13	-6	26	10	40	-6
O=C(COC(=O)Cc1cccc(C(F)(F)F)c1)NC(=O)NC1CCCC1	-1	-11	0	-9	17	-3	1	21
CCOc1ccc(C(=O)COC(=O)c2cccc(-n3cnnn3)c2)cc1	0	4	6	-3	-1	-1	7	0
SMILES	SENP1 FRET inh	SENP6 block	SENP8 block-1	APOBEC3G inh	Apaf-1 inh	SENP7 inh	SENP8 block-2	UBC13 polyUb
CCCc1cc(N2CCCC(C(=O)NCc3ccc4c(c3)OCO4)C2)n2ncnc2n1 (configuration not stated)	1	-4	-2	1	-11	3	3	6
CCOC(=O)c1c(C)[nH]c(C(=O)OCC(=O)NCc2ccc(C)cc2)c1C	-3	-19	6	-1	2	2	-6	-18
COc1cc(NC(=O)COC(=O)Cn2cnc3c2c(=O)n(C)c(=O)n3C)cc(OC)c1	-1	-16	3	-10	-13	10	3	7
Cc1ccccc1NC(=O)C(C)n1c2ccccc2c2nc(=O)cc(C)n21 (configuration not stated)	1	-3	-4	-4	-9	3	-37	-2
Cn1c(=O)cc(N)n(Cc2ccccc2)c1=O	1	4	2	4	1	-2	14	-3
CN1C2C(Br)CCCCN2c2ccc(F)cc2S1(=O)=O (configuration not stated)	2	-14	-1	-2	3	-6	-117	-1
COc1cccc(C(CNC(=O)C2CCN(C(=O)Nc3ccccc3)CC2)N(C)C)c1 (configuration not stated)	-3	-8	3	-8	8	1	6	19
COc1ccc(/C=C/C(=O)NC(=S)N2CCOCC2)cc1	1	70*	46	-10	4	70*	-2	0
CC1CCN(c2nc(N(C)c3ccccc3)nc(N)c2[N+](=O)[O-])CC1	0	-21	0	-5	6	-7	23	2
CCOC(=O)N1CCN(C(=O)CCc2c(C)nc3nc(C)nn3c2C)CC1	-1	-16	-10	-2	-9	-3	8	0
Cc1cc(NC(=O)c2ccc([N+](=O)[O-])cc2)n(CCC#N)n1	0	1	2	-6	-2	1	17	4
CC(C)(C)NC(=O)C(=O)NNC(=O)c1cccc(Br)c1	1	-7	-7	-1	-1	6	7	13
COc1ccc(NS(=O)(=O)c2cccc(C(=O)N/N=C/c3cccs3)c2)cc1	0	-16	3	2	11	10	-3	-14
Cc1ccc(C2=N/C(=C\N3CCCCC3)C(=O)O2)cc1	2	12	-5	-5	4	6	7	-3
O=C(O)COc1ccccc1/C=N/NC(=O)CSc1nnc(-c2ccc(Cl)cc2)n1C1CCCCC1	2	-1	-3	-2	0	2	-15	-4
CCOc1ccc(C2/C(=C(\O)c3ccc4c(c3)OCCO4)C(=O)C(=O)N2CCCn2ccnc2)cc1OC (configuration not stated)	1	-3	-3	-3	4	2	11	-2
CCc1ccc2c(COC(=O)C3CSC4(C)CCC(=O)N34)cc(=O)oc2c1 (configuration not stated)	1	3	1	-2	-4	3	-4	-4
NC(=O)c1ccccc1NC(=O)CCCCCn1nnc2ccccc2c1=O	2	5	-3	-1	1	-6	2	10
O=S(=O)(CCc1nc2ccccc2o1)c1ccc(Cl)cc1	-1	-8	-2	-2	-2	-5	31	6
COc1cc2c3nnc(-c4ccc(F)cc4)c-3cn(Cc3cccc(F)c3)c2cc1OC	-25	-12	-4	-3	0	8	-355	20
Cc1ccc(CSCCNC(=O)/C=C/c2ccccc2Cl)cc1	3	-4	-6	-3	7	0	2	10

Full records, quoted from the list. Order of values: SENP1 FRET inh, SENP6 block, SENP8 block-1, APOBEC3G inh, Apaf-1 inh, SENP7 inh, SENP8 block-2, UBC13 polyUb
`CCOC(=O)N1CCN(C(=O)CCc2c(C)nc3nc(C)nn3c2C)CC1` is listed with -1, -16, -10, -2, -9, -3, 8, 0
`CCOc1ccc(C2/C(=C(\O)c3ccc4c(c3)OCCO4)C(=O)C(=O)N2CCCn2ccnc2)cc1OC` (configuration not stated) is listed with 1, -3, -3, -3, 4, 2, 11, -2
`O=C(O)COc1ccccc1/C=N/NC(=O)CSc1nnc(-c2ccc(Cl)cc2)n1C1CCCCC1` is listed with 2, -1, -3, -2, 0, 2, -15, -4
